INS-1E GSIS act – GLuc luminescence reporter in INS-1E cells, primary screen for activators of glucose-dependent secretion of insulin; actives 0.61% (n = 370,000); INS-1E GLuc reporter insulin secretion, 2-3 h; AID 743287, 2014; activation, % at 16.6 µM;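 active means lowest replicate activation of at least 40%, so every replicate reaches that level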;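 further: 0% = median of neutral control wells and 100% = median of IBMX positive control wells; some compounds called inactive have numbers as strong as hits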
esBAF inh – Bmi1 luciferase reporter increase in mESCs, primary screen, esBAF inhibitor project, mouse ES cells, Bmi1 luciferase knock-in, single point; 24 h; 100% = twice the neutral-well signal; reporter increase, % at 12.5 µM; actives 2% (n = 350,000); in the data active means activation above about 40%;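 further: 0% = median of the plate's neutral control wells and 100% = double that signal; a rise in the Bmi1 reporter signal indicates esBAF inhibition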
ERAP1 inh – human ERAP1 aminopeptidase inhibitors, primary screen, biochemical, single point, plate reader; Endoplasmic reticulum aminopeptidase 1 (Homo sapiens), Q9NZ08; recombinant ERAP1, Leu-AMC fluorescence, 60 min; inhibition, % at 10.7 µM; actives 0.15% (n = 340,000); AID 652197, 2013;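 active means mean replicate inhibition of at least 30%, or all replicates individually reaching that 30% level; inactive means mean below 30% and not every replicate reaching it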;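 further: 0% = neutral control wells and 100% = L-leucinethiol positive control wells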
RAD54 inh – inhibitors of human RAD54 branch migration, primary screen, biochemical, fluorescence, single point | inhibition, % at 10.4 µM | RAD54 Holliday junction branch migration, FAM/BHQ fluorescence | actives 0.14% (n = 360,000) | AID 602329, 2012;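 active means mean normalized replicate activity at least 40 and at least half of replicates scoring 40 or more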;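 further: 0% = median of neutral control wells and 100% = median of positive control wells; inhibitors cause a drop in the FAM fluorescence signal; in these data hits start at about 50%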
Target sequence (Q92698 whole entry, looked up): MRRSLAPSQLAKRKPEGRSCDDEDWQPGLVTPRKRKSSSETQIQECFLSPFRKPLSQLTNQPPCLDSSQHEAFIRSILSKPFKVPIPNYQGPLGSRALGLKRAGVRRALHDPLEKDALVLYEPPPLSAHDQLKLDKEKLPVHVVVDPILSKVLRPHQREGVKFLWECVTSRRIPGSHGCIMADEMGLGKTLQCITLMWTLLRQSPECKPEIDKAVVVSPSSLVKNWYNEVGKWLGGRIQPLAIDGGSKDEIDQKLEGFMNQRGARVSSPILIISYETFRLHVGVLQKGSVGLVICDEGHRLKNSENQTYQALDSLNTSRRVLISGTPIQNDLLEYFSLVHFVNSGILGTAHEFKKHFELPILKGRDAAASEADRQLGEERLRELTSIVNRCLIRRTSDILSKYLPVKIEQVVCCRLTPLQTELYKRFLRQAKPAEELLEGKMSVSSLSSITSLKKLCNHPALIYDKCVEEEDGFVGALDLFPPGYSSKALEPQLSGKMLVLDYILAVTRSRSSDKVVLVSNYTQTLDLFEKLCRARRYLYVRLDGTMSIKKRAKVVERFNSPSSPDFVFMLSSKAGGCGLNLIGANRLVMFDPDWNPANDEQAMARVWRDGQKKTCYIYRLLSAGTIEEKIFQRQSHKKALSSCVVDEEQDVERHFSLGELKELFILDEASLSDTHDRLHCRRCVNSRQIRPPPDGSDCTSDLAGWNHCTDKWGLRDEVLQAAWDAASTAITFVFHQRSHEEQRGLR
RAD52 anneal inh – RAD52 DNA annealing inhibitors, primary screen, biochemical, FRET, single point, set 2; recombinant RAD52 DNA annealing, FRET fluorescence; AID 651710, 2012; DNA repair protein RAD52 homolog (Homo sapiens), P43351; actives 0.46% (n = 360,000); inhibition, % at 18.7 µM;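 active means every replicate showing at least 50% inhibition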
CFTR F508del cor – F508del CFTR correction, initial screen, CFBE line, single point. activity (quench increase), % at 7.58 µM. AID 720511, 2013. CFBE cells, YFP halide quenching; stimulated with forskolin plus potentiator P3; % fluorescence drop versus neutral controls. actives 0.36% (n = 350,000);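 active means mean added fluorescence quench of at least 8% versus neutral control, with both replicates also reaching 8%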;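 further: cells transiently co-express mutant CFTR-F508del with the halide-sensitive YFP; corrector assay measuring rescue of mutant channel to the surface after 24 h compound exposure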
Xi reactivation – activators of inactive X chromosome reactivation, primary screen, imaging, XiGFP fibroblasts, GFP high-content imaging, set 2; XiGFP mouse fibroblasts, % GFP-positive cells imaging, 3 d; cells co-treated with 5-aza-dC sensitizer; scaled so ellipticine positive control = 100%; activation, % at 7.58 µM; actives 0.055% (n = 360,000); AID 743238, 2013;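 active means mean normalized replicate activation at least 10% and every replicate at or above 10%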;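 further: 0% = median of on-plate neutral control wells and 100% = ellipticine 6 µM median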
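Material: XiGFP fibroblasts, SV40-immortalized. Buffer or medium: DMEM plus 5-aza-dC sensitizer. Compound: single concentration per compound, delivered by pin transfer. Times: 3 days compound exposure. Controls: ellipticine 6 µM.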
ARNT-TACC3 inh – disruptors of ARNT/TACC3 protein interaction, primary screen, biochemical, AlphaScreen, single concentration; actives 0.66% (n = 390,000); inhibition, % at 9.99 µM; Transforming acidic coiled-coil-containing protein 3 (Homo sapiens), Q9Y6A5; AID 623870, 2012; AlphaScreen His-ARNT PAS-B/GST-TACC3 binding, luminescence; TACC3 fragment carries E629A point mutation;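 active means mean inhibition of replicates at least 50% and at least half of replicates each reaching 50%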;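 further: 0% = complete ARNT plus TACC3 wells and 100% = ARNT alone without TACC3; many hits fall short of the cut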
An asterisk follows results filed as active; . = no result given.

SMILES | INS-1E GSIS act | esBAF inh | ERAP1 inh | RAD54 inh | RAD52 anneal inh | CFTR F508del cor | Xi reactivation | ARNT-TACC3 inh
CCNC(=S)NNC(=O)CSc1nc2ccccc2[nH]1 | -5 | 5 | 1 | 7 | -2 | -1.8 | 0.6 | -5
O=C(O)CC(C(=O)O)C(c1ccccc1)c1ccccc1 (configuration not stated) | . | -1 | -17 | 0 | -6 | 7.2 | -0.1 | -14
COC(=O)[C@]12CCCCC=C1N(Cc1ccccc1)C(=O)[C@H](CC(=O)NCc1cccs1)C2 | . | . | 0 | . | 3 | 0.4 | 0.0 | .
CC1(C)OC(=O)C2=C(C[C@@H](CCOCc3ccccc3)O[C@@H]2c2ccc(F)cc2)O1 | -6 | . | . | . | -22 | -1.0 | 0.0 | .
CCc1cccc(C)c1NC(=O)CSc1nc2ccccc2n1CC(=O)N(C)C | 28 | 0 | -1 | 2 | -9 | 2.1 | . | -7
C[C@H]1CN([C@@H](C)CO)C(=O)c2cc(NC(=O)C3CC3)ccc2O[C@H]1CN(C)C(=O)Nc1cccc2ccccc12 | 9 | 0 | 1 | -12 | -8 | -0.3 | -0.8 | -4
O=C(O)c1cccnc1Br | -6 | . | 21 | . | 0 | . | 0.0 | .
Clc1cc(Cl)c(Cl)c(Cl)c1Cl | 5 | -7 | -2 | 7 | -10 | -2.2 | . | .
O=S(=O)(N[C@@H]1CC[C@@H](CCn2cc(-c3cccnc3)nn2)O[C@@H]1CO)c1ccccc1 | 4 | -9 | -2 | 1 | 0 | 4.1 | -0.7 | 2
COc1ccc(NC(=O)N(C)C[C@@H]2OCCCC[C@@H](C)Oc3ccc(N(C)C)cc3C(=O)N([C@H](C)CO)C[C@@H]2C)cc1 | 12 | 1 | -6 | 2 | -9 | 1.8 | -1.1 | -8
CCCN(CC(=O)Nc1cc(Cl)cc(Cl)c1)CC(=O)Nc1ccc(F)c(F)c1F | -18 | . | 3 | -1 | -13 | 0.5 | -0.1 | -3
Cc1ccc([N+](=O)[O-])cc1NC(=O)c1ccc(C(C)(C)C)cc1 | 9 | -2 | -5 | -12 | -5 | -0.8 | . | -10
COc1ccc(/C=C/c2nnc(NC(=O)CC(C)C)s2)cc1 | 3 | -3 | 3 | -4 | -18 | 1.1 | 0.0 | -9
N#C[C@H]1[C@@H](c2ccccc2C2=CCCC2)[C@@H](CO)N1C(=O)C1CCOCC1 | -10 | . | -2 | . | 8 | -1.0 | 0.0 | .
COc1ccc(-c2[nH]ncc2CN2CCC(N3CCSCC3)CC2)c(F)c1 | 15 | 0 | 3 | -2 | -4 | . | 0.1 | -5
O=C(N/N=C/c1cccc(Cl)c1)c1c(O)c2c([nH]c1=O)CCCC2 | 15 | -1 | 1 | . | 14 | 5.3 | 0.0 | -5
O=C1C=C(Nc2cccc(Cl)c2)CC(c2ccco2)C1 (configuration not stated) | 8 | -6 | 3 | 1 | -12 | -1.1 | . | 2
CCN1CCCC1CNC(=O)C(=O)Nc1cccc(OC)c1 (configuration not stated) | 15 | . | -2 | . | -32 | . | 0.0 | -6
O=C1CC2(CCN(C(=O)c3ccc(Br)cc3)CC2)Oc2ccccc21 | -12 | -3 | -1 | -2 | -42 | 1.0 | -0.2 | 0
COC(=O)CCCC(=O)NC1CCCc2c1cnn2-c1ccc(F)cc1F (configuration not stated) | 3 | 0 | 2 | -3 | -13 | 0.0 | 0.0 | -4
CCNc1nc(N2CCCC2)nc(N2CCCC2)n1 | 29 | -20 | -3 | 3 | -3 | 1.1 | 0.5 | -1
CCCC#Cc1cnc2c(c1)C(=O)N([C@H](C)CO)C[C@@H](C)[C@H](CN(C)CCC)O2 | -12 | -6 | 0 | -9 | 31 | -0.2 | -1.4 | 7
CC(NC(=O)Cc1ccccc1)C1COc2ccccc2O1 (configuration not stated) | -5 | -7 | -1 | -16 | -13 | -1.5 | 0.1 | -8
Cc1cc(C(=O)CSc2nc3ccccc3c(=O)[nH]2)c(C)n1CC1CCCO1 (configuration not stated) | -4 | . | 0 | . | -33 | -0.2 | 0.6 | 2
COc1ccc(CN(C)CC(=O)Nc2sc3c(c2C#N)CCC3)cc1OC | -9 | . | 3 | . | -22 | -1.8 | 0.2 | .

Going on with the list.
SMILES | INS-1E GSIS act | esBAF inh | ERAP1 inh | RAD54 inh | RAD52 anneal inh | CFTR F508del cor | Xi reactivation | ARNT-TACC3 inh
C[C@H]1CCCCO[C@H](CN(C)C(=O)C2CCCCC2)[C@@H](C)CN([C@@H](C)CO)C(=O)c2cc(NC(=O)c3ccncc3)ccc2O1 | 1 | 1 | -3 | 3 | 2 | -3.0 | -1.2 | 21
Cc1ccc(C)c(SCc2nc3sc(C(=O)O)c(C)c3c(=O)[nH]2)c1 | -5 | 1 | -16 | 7 | -25 | -1.2 | -0.1 | -1
COc1ccc(N2CCN(CC(=O)Nc3cc(C)on3)CC2)cc1 | 11 | -5 | . | 0 | . | . | . | -4
COc1cccc(S(=O)(=O)N2CCCCN3[C@H](C2)[C@@H](c2ccc(-c4ccccc4)cc2)[C@@H]3CO)c1 | 21 | . | 0 | -4 | -18 | 2.7 | 0.0 | 23
N#Cc1c(SCC(N)=O)nc2c(c1-c1ccncc1)CCCC2 | 17 | . | 1 | . | -10 | 0.9 | 0.0 | -10
O=C(NNS(=O)(=O)c1ccc(F)cc1F)c1csc(-c2cccnc2)n1 | . | . | 0 | 0 | -6 | -1.3 | 0.0 | 9
CNC[C@H]1OCCCC[C@@H](C)Oc2ccc(NC(=O)NC(C)C)cc2C(=O)N([C@H](C)CO)C[C@@H]1C | 14 | . | 0 | 11 | -14 | 0.9 | 0.2 | -6
C/C(CC(=O)Nc1cccnc1)=N\NC(=O)C(C)Oc1ccc(Cl)cc1Cl (configuration not stated) | . | . | 6 | . | -48 | -2.2 | 0.0 | -2
O=C(N/N=C/c1cccs1)c1cnccn1 | 7 | . | . | -2 | . | . | -0.3 | -15
CCC(C(=O)Nc1c(C)cc(C)cc1C)N1CCCCCC1 (configuration not stated) | -1 | -9 | 0 | -4 | -16 | 0.1 | 0.0 | 2
O=C(c1cc(-c2ccc(O)cc2)on1)N1CCc2ccccc2C1 | 4 | 22 | . | 10 | -39 | -2.2 | 0.3 | .
COc1cc2c(cc1OC)[C@H](C)N(C(=O)NCc1ccccc1)CC2 | 54* | -5 | -3 | 4 | -13 | 0.8 | 0.4 | -24
O=C(NCCCN1CCOCC1)C(c1ccccc1)c1ccccc1 | . | -6 | 0 | -2 | -1 | 5.0 | 0.0 | 0
O=C(C[C@H]1CC[C@@H](NC(=O)CC2CC2)[C@@H](CO)O1)NCc1ccccc1 | 1 | . | -4 | . | 5 | 0.0 | 0.1 | .
CC(C)[C@H](NC(=O)N1CC(=O)Nc2ccccc21)C(=O)N1CCC(C(=O)O)CC1 | . | . | 1 | . | -20 | -0.6 | 0.0 | -11
C[C@@H]1CN([C@H](C)CO)C(=O)c2cccc(NC(=O)C3CC3)c2O[C@@H]1CN(C)S(=O)(=O)c1cn(C)cn1 | 9 | -5 | 0 | 9 | 1 | -0.3 | 0.0 | -1
OC1CCN(Cc2cn(Cc3ccccc3)nc2-c2cc3ccccc3o2)CC1 | -9 | -6 | 7 | . | -9 | 2.1 | 0.0 | 6
O=C(NCC[C@H]1CC[C@H](NS(=O)(=O)Cc2ccccc2)[C@@H](CO)O1)C1CCC1 | 14 | -2 | 1 | 4 | -5 | -0.8 | -0.4 | 4
C[C@@H](O)C#Cc1ccc([C@@H]2[C@@H](CO)N3CCCCN(C(=O)Nc4ccccc4)C[C@@H]23)cc1 | -2 | -6 | 0 | -4 | -2 | 2.6 | 0.1 | -4
COc1ccc2c3c([nH]c2c1)[C@@H](CO)N(C(=O)c1cccnc1)CC31CCN(Cc2cccnc2)CC1 | -11 | . | -2 | . | 5 | -1.9 | 0.0 | .
Cc1cc(SCC(=O)NCCC2=CCCCC2)nc2ccccc12 | . | . | 2 | -4 | -14 | -0.9 | 0.0 | -6
COc1ccc2c3c(n(C)c2c1)[C@H](CO)N(C(=O)CN1CCOCC1)CC31CN(C(=O)Nc2cccc(F)c2)C1 | -12 | . | -5 | . | 11 | -3.8 | 0.2 | .
COc1ccccc1S(=O)(=O)N[C@H]1CC[C@@H](CC(=O)N2CCCCC2)O[C@@H]1CO | 4 | -2 | 1 | -11 | 8 | -0.8 | 0.2 | 0
NC(=S)NN=Cc1c[nH]c2nccnc12 | 7 | . | 1 | . | -14 | 3.9 | 0.4 | .
CCCCCC1CC(=O)C=C(C)C1C(=O)OC (configuration not stated) | 3 | -5 | -3 | -2 | -5 | -0.8 | 0.0 | -5

Going on with the list.
SMILES | INS-1E GSIS act | esBAF inh | ERAP1 inh | RAD54 inh | RAD52 anneal inh | CFTR F508del cor | Xi reactivation | ARNT-TACC3 inh
CCOC(=O)C1CCCN(C(=O)c2ccc(C(=O)c3ccccc3)cc2)C1 (configuration not stated) | . | -5 | -2 | -2 | 2 | 2.0 | -0.2 | -4
COc1ccc(CC(=O)NCc2n[nH]c(=S)n2-c2ccc(F)cc2)cc1 | -4 | . | 0 | . | 4 | 0.5 | -0.2 | -2
S=c1nc[nH]c2c1[nH]c1ccc(Cl)cc12 | . | . | 1 | . | -6 | -1.0 | 0.0 | -4
COc1ccc(S(=O)(=O)N(C)C[C@H]2OCCCC[C@@H](C)Oc3ccc(NC(=O)Nc4ccc(F)cc4)cc3C(=O)N([C@H](C)CO)C[C@H]2C)cc1 | -19 | -1 | 0 | 11 | 29 | -6.5 | 0.1 | 15
O=C(c1ccc(=O)[nH]c1)N1CCN(S(=O)(=O)c2cc(C(F)(F)F)ccc2Cl)CC1 | 0 | -6 | -1 | -8 | -6 | -2.6 | 0.1 | 9
C[C@@H]1CN([C@@H](C)CO)C(=O)Cc2cc(NC(=O)CCCCCC(=O)Nc3ccccc3N)ccc2O[C@H]1CN(C)Cc1ccccc1 | 9 | 3 | 0 | 4 | 21 | -1.0 | 0.1 | 11
O=C(O)c1ccc2c(c1)C(=O)N(N1C(=O)c3ccccc3C1=O)C2=O | 17 | . | . | 4 | . | . | 0.0 | -9
Cc1[nH]c(=O)[nH]c(=O)c1CCSSCCc1c(C)[nH]c(=O)[nH]c1=O | -3 | . | 1 | . | -3 | 4.1 | 0.1 | .
CC(C)NC(=O)Nc1ccc2c(c1)CC(=O)N([C@H](C)CO)C[C@@H](C)[C@@H](CN(C)S(C)(=O)=O)O2 | 13 | -6 | -4 | -2 | -12 | -3.4 | -1.5 | 20
COc1ccc(S(=O)(=O)N(Cc2ccccc2)c2ccccc2C(=O)Nc2ccccc2C(=O)NCc2ccco2)cc1 | -39 | -6 | . | 6 | . | . | 0.0 | 1

Reprinted at random: 4 records from the list
SMILES | INS-1E GSIS act | esBAF inh | ERAP1 inh | RAD54 inh | RAD52 anneal inh | CFTR F508del cor | Xi reactivation | ARNT-TACC3 inh
COC(=O)CCCC(=O)NC1CCCc2c1cnn2-c1ccc(F)cc1F (configuration not stated) | 3 | 0 | 2 | -3 | -13 | 0.0 | 0.0 | -4
O=C(NCCCN1CCOCC1)C(c1ccccc1)c1ccccc1 | . | -6 | 0 | -2 | -1 | 5.0 | 0.0 | 0
O=C(O)c1ccc2c(c1)C(=O)N(N1C(=O)c3ccccc3C1=O)C2=O | 17 | . | . | 4 | . | . | 0.0 | -9
COc1cc2c(cc1OC)[C@H](C)N(C(=O)NCc1ccccc1)CC2 | 54* | -5 | -3 | 4 | -13 | 0.8 | 0.4 | -24

Bioassay records from PubChem BioAssay.
